PKM2 act: increases activity of human pyruvate kinase M2. P14618. purified PKM2, Kinase-Glo ATP luminescence, activation; response scale: 0% is enzyme alone, no compound. Potency, µM (top dose mostly 57.5 µM), for inactives: at the top dose activation, most hits filed as activators. 0.34% of 260,000 active. AID 1631; note: potency is the fitted concentration of half-maximal effect; % is set by controls: 0 for no effect and ±100 for the full control effect; nearly all actives have a fitted effect of over 55% in size
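Kinase-Glo luminescence reports ATP generated from ADP (0.1 mM) and PEP (0.5 mM) by purified hPK-M2 after 1 h at room temperature, pH 7.2 imidazole buffer; intermediate enzyme activity allows detecting inhibitors and activators.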
TRPV1 agonist: human TRPV1 agonism | Q8NER1 | 0.19% of 320,000 active | TRPV1-expressing cells, Fluo-8 calcium influx, agonist mode | activation, % at 8.33 µM | AID 540275; in the data active = activation above about 80%; inconclusive = between about 30% and that limit; note: 0% is about no effect
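Fluo-8 calcium influx in TRPV1-expressing cells, kinetic read (ex 480/em 520 nm). Compound added and read 3 min for agonist activity, followed by capsaicin at EC20 final and 2 min further read for enhancement.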
KCNH2 3.1 inh: inhibitors of human KCNH2 3.1 potassium channel isoform | activity change, % (tested at about 1.8 µM) | U2OS KCNH2 3.1, thallium flux FluxOr; hits give low values | 0.95% of 340,000 active;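 active = maximum activity change below -70%; inconclusive = maximum activity change from -70% to -50%; inactive = maximum activity change above -50%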;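 note: thallium influx rate constant from kinetic fluorescence after stimulation buffer; % is set by controls: 0 for no effect and ±100 for the full control effect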
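FluxOr-based Tl+ influx in U2OS cells transduced with KCNH2 3.1 virus; rate constants normalized to DMSO controls.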
Menin-MLL TR inh: inhibitors of human menin-MLL interaction, mutant MLL peptide; O00255; Menin + Texas Red MLL mutant peptide, fluorescence polarization; Potency, µM (series often up to 61.6 µM), for inactives: at the highest dose FP activity change, negative = inhibition, actives largely listed as inhibitors; AID 1768; 0.23% of 270,000 active; active = well fitted inhibition curve with a large enough effect in the polarisation, with a control signal flat, not every such curve was filed as active; inconclusive = small, poorly fitted or top-dose-only effect, or effect the other way, or a change in a side signal; inactive = no such curve, though single readings can be large or run the other way; the % refers to the polarisation; note: potency is the fitted concentration of half-maximal effect; % of control where 0% means no effect; many of its hits are not listed in these tables
GALK inhibitor: galactokinase (human) inhibition. AID 1868. 0.007% of 270,000 active. Potency, µM (highest dose often 57.5 µM), for inactives: top-dose activity change, negative = inhibition, hits mostly inhibitors. P51570. Purified GALK, Kinase-Glo residual ATP luminescence; note: potency is the fitted concentration of half-maximal effect; % is set by controls: 0 for no effect and ±100 for the full control effect
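Compounds were pin-transferred into ATP buffer (35 uM final), then GALK plus galactose (5 nM, 100 uM final) was added. After 1 h at room temperature, Kinase-Glo Plus was added and luminescence read after 10 min.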
KCNH2 WT inh: KCNH2 (human, wildtype) channel inhibition; Q12809; U2OS, BacMam KCNH2, thallium flux FluxOr; hits give low values; activity change, % at 1.84 µM; 0.37% of 340,000 active; AID 720551;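 active = maximum activity change below -70%; inconclusive = maximum activity change between -70% and -50%; inactive = maximum activity change above -50%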; note: % is set by controls: 0 for no effect and ±100 for the full control effect
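U2OS cells were transduced with wild-type KCNH2 virus (2.03 x 10^8 / mL) for 4 h at room temperature, then cultured overnight at 37 C. Thallium flux was read with FluxOr dye. Rate constants were normalized to DMSO controls.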
B2AR arrestin: agonists driving beta-arrestin recruitment to human beta2-adrenergic receptor. P07550. beta-arrestin recruitment to beta2AR, cell-based reporter. Potency, µM (highest dose often 46.1 µM), for the others: top-dose activation, most hits filed as activators. 0.02% of 330,000 active. AID 492947;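 note: potency is the fitted concentration of half-maximal effect; 0% = DMSO controls and full agonism = EC100 isoproterenol or metaproterenol; nearly all actives have a fitted effect of over 65% in size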
Giardia killer: Giardia lamblia killing; Giardia lamblia trophozoite viability; activity change, % at 7.66 µM, hits read low; 0.15% of 340,000 active; AID 540267; in the data active = activity change below about -80%; inconclusive = between about -30% and that limit;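 note: parasites exposed to compound for two days anaerobically before the ATP read; % is set by controls: 0 for no effect and ±100 for the full control effect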
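Each well holds 100 Giardia trophozoites and compound. After two days (48 hrs) at 37 deg C in anaerobic conditions, ATP is quantified by luminescence.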
USP2a block: blocks human ubiquitin-specific protease USP2a. O75604. 0.01% of 330,000 active. AID 463254. USP2 core, Ub-CHOP2 coupled fluorogenic reporter, 485/531. Potency, µM (series often up to 38.3 µM), without a hit: at the top dose activity change, negative = inhibition, most hits filed as inhibitors;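 note: potency is the fitted concentration of half-maximal effect; plate controls were DMSO wells for no effect and full inhibition by NEM control for full effect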
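USP2 core (10nM final) preincubated 30min RT with compound in 20mM Tris-HCl pH 8.0, 2mM CaCl2, 2mM beta-mercaptoethanol, 0.05% CHAPS; 25nM Ub-CHOP2 plus 25nM reporter substrate added, fluorescence (Ex485/Em531) read after 60min.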
Coupling enz: coupling enzyme interference in Giardia aldolase counter-screen; 0.67% of 290,000 active; coupling enzyme system counterscreen, AmpLite Red fluorescence; activity change, negative = inhibition, % at 58.2 µM, hits read low; AID 2472; in the data active = activity change below about -30%; note: % is set by controls: 0 for no effect and ±100 for the full control effect
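Coupling enzymes only (glyceraldehyde-3-phosphate) + compound, at 57.5 uM final, 10 min RT; add substrate/coupling/AmpLite Red mix, 20 min RT; fluorescence ex 525/em 598 nm. Actives flag coupling-system interference.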
CXXC DNA block: inhibitors of human MLL CXXC domain-DNA interaction. MLL-CXXC / FITC-HOXA9 DNA fluorescence polarization. Potency, µM (doses to about 115 µM), without a hit: at the highest dose activity change, negative = inhibition, actives largely listed as inhibitors. 0.037% of 290,000 active; active = well fitted inhibition curve with a large enough effect in the polarisation, with a control signal flat, not every such curve was filed as active; inconclusive = small, poorly fitted or top-dose-only effect, or effect the other way, or a change in a side signal; inactive = no such curve, though single readings can be large or run the other way; the % refers to the polarisation; note: potency is the fitted concentration of half-maximal effect
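Purified MLL-CXXC (added from a 7 uM solution) was preincubated 5 min at ambient with pinned compounds in 50 mM Tris-HCl pH 7.5, 50 mM NaCl, 1 mM DTT, 0.05% BSA. Fluorescein-labeled HOX-A9 DNA (50 nM solution) followed, 30 min, then polarization read.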
An asterisk follows results filed as active; ? = inconclusive; / = not tested or not shown; & = joins results of further samples; [ ] = another dose, or the depositor's remark. Unless noted, calls come from the whole dose curve; as a rule, active = well fitted curve in the direction sought with a large enough effect; inconclusive = small, poorly fitted or top-dose-only effect, or another doubt; inactive = no such curve, though single readings can be large; an effect the other way counts as inactive or inconclusive. Not all compounds are listed; count on the stated rates, not on these rows.

SMILES	PKM2 act	TRPV1 agonist	KCNH2 3.1 inh	Menin-MLL TR inh	GALK inhibitor	KCNH2 WT inh	B2AR arrestin	Giardia killer	USP2a block	Coupling enz	CXXC DNA block
Oc1[nH]c2ccccc2c1N=Nc1ccccc1F	2%	11	2	-18%	1%	-2	-0.2%	-1	?	1	10%
Cc1ccc2c(CN(C)Cc3cccc(Cl)c3)cc(=O)oc2c1C	/	-10	-1	-23%	2%	-6	0.7%	-9	-4%	-1	17%
CC(=O)N1CC(C)Oc2ccc(S(=O)(=O)NC(CC(=O)O)c3cc(C)ccc3C)cc21 (stereo not given)	/	-2	-20	0%	-1%	-6	0.1%	23	3%	11	0%
CCC1CCCCN1C(=O)CCS(=O)(=O)c1ccccc1 (stereo not given)	-5%	9	11	/	-3%	3	0.1%	?	1%	/	-2%
CCn1c(SCC(=O)Nc2ccc(C)cc2)nnc1-c1cnccn1	/	1	13	/	1%	1	-0.1%	-5	4%	/	-1%
CN(CC(=O)Nc1cccc(F)c1)C(=O)c1ccc(N2C(=O)c3ccccc3C2=O)cc1	/	2	-16	/	/	-3	0.1%	3	5%	/	/
COc1ccccc1NC(=O)COC(=O)CCn1c(C)csc1=O	/	0	5	/	/	1	0.2%	-9	-5%	/	/
O=C(Nc1cc(S(=O)(=O)N2CCOCC2)ccc1Cl)C(=O)c1c(-c2ccccc2)cc2ccccn12	-2%	3	/	-2%	-2%	-3	-0.3%	9	1%	1	32%[activator]
CCc1cc2c(=O)n(Cc3ccco3)c(SCC(=O)NCC3CCCO3)nc2s1 (stereo not given)	2%	12	-3	-25%	-2%	6	0.0%	5	2%	0	1%
CCc1ccc(OCC(=O)N/N=C/c2cc([N+](=O)[O-])ccc2N2CCOCC2)cc1	3%	-1	8	11%	-1%	-6	-0.9%	?	3%	-19	2%
O=C(CN1CCN(S(=O)(=O)/C=C/c2ccccc2)CC1)Nc1ccc(N2CCOCC2)cc1	2%	-1	-1	0%	0%	10	0.3%	4	-1%	1	2%
CC(c1ccc(F)cc1)n1c(-c2cccs2)n[nH]c1=S (stereo not given)	1%	0	-13	-25%	-6%	6	6.3%	-15	6%	-1	5%
c1ccc(N2CCCCC2)c(Nc2nc3ccccc3n3cnnc23)c1	1%	10	-6	/	-3%	0	-0.2%	5	1%	0	2%
COc1ccc(C(CCO)NC(=O)c2cccs2)cc1OC (stereo not given)	1%	2	1	15%	-1%	-7	-0.7%	-6	3%	2	22%
CC(Oc1ccc(Br)cc1)c1nc2c3ccccc3nc(=S)n2[nH]1 (stereo not given)	?	-3	7	?	-3%	4	-0.1%	6	0%	-7	-2%
CCCOc1c(Cl)cc(C(=O)Nc2ccc3c(c2)OCO3)cc1OCC	1%	?	-14	3%	-2%	6	0.0%	0	-1%	-3	14%
COC(=O)c1cc2n(n1)CCN(Cc1ccc(F)cc1)C2=O	15%	-1	4	?	0%	-2	-0.2%	-10	1%	2	7%
O=C(CN1CCN(C(=O)C2CCCO2)CC1)Nc1ccc(F)cc1 (stereo not given)	-2%	1	-11	-4%	-2%	-28	-0.5%	3	-1%	1	5%
COCCNC(=O)CN1CCC(NC(=O)C(C)(C)C)CC1	-2%	-4	1	-2%	-1%	6	-1.6%	-12	-7%	0	0%
CCn1cc(C(=O)NCc2ccc(OC)cc2OC)c(=O)c2ccc(C)nc21	-1%	0	/	-14%	-2%	/	-0.1%	/	3%	-1	2%
CSc1ncccc1C(=O)Nc1cc(C)ccn1	-10%	-7	-8	/	-3%	5	0.0%	5	2%	/	-2%
CCSc1nc2ccccc2n1C(=O)Oc1ccccc1	-1%	0	16	15%	-1%	6	0.2%	7	1%	-3	2%
COc1ccc(-n2c(COc3ccc(C)cc3)nnc2SCC(N)=O)cc1	-3%	4	-4	-12%	0%	-5	-0.2%	-2	-1%	-4	0%
O=C(NCc1ccco1)c1ccc2snnc2c1	0%	9	4	7%	-2%	-2	-0.4%	-27	0%	0	4%
c1ccc(COc2ccc(OCCCCN3CCCC3)cc2)cc1	-6%	1	-21	-2%	0%	58	0.2%	-12	1%	2	10%
The list continues.
SMILES	PKM2 act	TRPV1 agonist	KCNH2 3.1 inh	Menin-MLL TR inh	GALK inhibitor	KCNH2 WT inh	B2AR arrestin	Giardia killer	USP2a block	Coupling enz	CXXC DNA block
C=CCOC(=O)C1=C(C)Nc2nnnn2C1c1cccs1 (stereo not given)	2%	1	-11	-6%	-3%	4	-0.9%	-15	-2%	-11	-6%
Cc1ccc(C(C)C)c(OCC(=O)NNCC(=O)Nc2cccc(F)c2)c1	/	/	-1	/	/	8	-2.5%	30	3%	/	/
COc1ccc(C(=O)/C(=C/N(C)C)S(=O)(=O)c2ccccc2)cc1	-5%	1	-9	18%	1%	-1	0.8%	-30	0%	4	?
COC(=O)c1[nH]c2ccc(C)cc2c1NC(=O)Nc1ccc(OC)cc1	-20%	4	3	46%[activator]	0%	-1	0.1%	-13	1%	0	35%[activator]
Cc1ccc(SCC(=O)OCC(=O)N2CCN(C(=O)c3ccco3)CC2)c(C)c1	/	11	3	/	/	0	0.0%	2	1%	/	/
CCNC(=S)N/N=C(\C)c1cc2ccccc2o1	3%	17	0	-23%	-3%	-15	-3.3%	10	0%	0	-6%
CCCn1c2c(c(O)c(C(=O)NC)c1=O)CCCC2	-5%	-1	2	11%	-1%	1	0.2%	1	3%	0	2%
Cc1ccc(C(=O)NCc2cccc(C(F)(F)F)c2)cc1S(=O)(=O)N1CCCCC1	/	?	-4	/	/	-4	-0.1%	3	0%	/	/
CCOC(=O)/C(C#N)=C/C=C1\C=Cc2ccccc2N1CC	2%	10	-3	25µM*	3%	1	-0.1%	5	0%	-8	177%[activator]
O=C(Nc1cccc(C(=O)NC2CC2)c1)c1ccc(Cl)c(S(=O)(=O)N2CCOCC2)c1	/	10	2	/	/	12	3.3%	-7	1%	/	/
CCOC(=O)c1ccc(S(=O)(=O)N2CCN(CC(=O)NC(=O)NC3CCCCC3)CC2)cc1	3%	2	-5	-15%	0%	33	0.1%	-6	-4%	-3	-6%
COc1ccccc1C(=O)C1CCCN(C(=O)c2cn3cc(Cl)ccc3n2)C1 (stereo not given)	4%	3	-3	-16%	7%	-3	0.0%	6	-6%	4	-3%
CSc1ccccc1NC(=O)C1CCCO1 (stereo not given)	-8%	7	0	-3%	2%	-7	-0.3%	5	-2%	1	-6%
CC(C)S(=O)(=O)C1=NSC2=NC(=O)/C(=C\c3ccc(OC(=O)c4ccco4)cc3)C(=N)N21	/	-6	22	/	-21%	5	0.1%	0	0%	/	-7%
CCN(CC)c1ccc(/C=N/NC(=O)CC(C)C)cc1	1%	2	7	0%	5%	-4	-0.2%	-6	1%	-1	14%
CSc1nc(N2CCOCC2)nc2ccc(C)cc12	/	-1	4	/	/	-9	0.1%	6	-1%	/	/
Cc1onc(-c2ccccc2)c1CNC(=O)C1COc2ccccc2O1 (stereo not given)	4%	9	-2	/	-1%	4	-0.5%	-19	-5%	2	-12%
Cc1c(Cl)cccc1NC(=O)CSc1nc2ncc(Cl)cc2[nH]1	4%	20	0	-13%	7%	11	-1.1%	-4	3%	2	2%
Cc1c(NC(=O)C2CC(c3c(F)cccc3Cl)=NO2)c(=O)n(-c2ccccc2)n1C (stereo not given)	-5%	-1	3	-3%	2%	-10	0.3%	5	1%	1	6%
O=C(/C=C/c1ccc(F)cc1)Nc1ccc(S(=O)(=O)Nc2ncccn2)cc1	0%	/	8	/	-2%	-7	-0.5%	28	0%	2	4%
CN(CCOc1ccc(Br)cc1)CC(O)c1ccccc1 (stereo not given)	/	0	?	?	/	23	-0.2%	3	-1%	2	8%
CC(C)CN(C(=O)COC(=O)c1cnccn1)c1c(N)n(Cc2ccccc2)c(=O)[nH]c1=O	/	-4	-7	/	/	-1	0.3%	-4	2%	/	/
CC(C)CN(C(=O)CSc1nnnn1C)C1CCS(=O)(=O)C1 (stereo not given)	0%	1	1	1%	-2%	-4	-0.1%	6	0%	2	-1%
Cc1cc(NC(=O)c2ccc(NC(=O)C(C)C)cc2)no1	-11%	3	-1	12%	-3%	-15	0.3%	9	1%	0	5%
COc1ccc(SCCN2CCN(C)CCC2=O)cc1	-2%	-1	/	-21%	1%	/	0.3%	-28&30	-3%	2&-1	-25%
CN(C(=O)CSc1nncc2ccccc12)c1ccccc1	/	/	-2	/	/	-7	-0.1%	1	-1%	/	/

Screening results from PubChem BioAssay.
